CRFBP-R2 block: antagonists of CRF-binding protein/CRF-R2 receptor complex; HEK293 CRF-R2/CRF-BP, CRF-induced calcium fluorescence; inhibition, % at 11.8 µM; 350,000 tested, 0.59% active;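 active = inhibition of the ligand-induced calcium signal above about 50% at the single tested concentration, limit read from the data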
CHRM4 agonist: agonists of human muscarinic M4 receptor (CHRM4); activation, % at 3 µM; P08173; CHO-K1 hM4/Gqi5, Fluo-8 calcium fluorescence; vehicle 0%, full acetylcholine response 100%; 360,000 tested, 0.14% active; AID 624127;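 active = activation above the run mean over all test wells plus 3 SD, cut at about 32% in these data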;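 note: peak over basal fluorescence ratio per well then scaled between controls; 0% = DMSO wells and 100% = acetylcholine at EC100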
M4 PAM: CHRM4 positive allosteric modulation. 360,000 tested, 0.4% active. AID 624126. activation, % at 3 µM. CHO-K1 hM4/Gqi5, Fluo-8 calcium fluorescence, ACh EC20; 0% = ACh EC20, 100% = maximal ACh. P08173;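 active = activation above its plate's cutoff, the mean activation of sample wells plus 3 SD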; note: some results filed as inactive read as strong as hits
M5 antag: CHRM5 antagonism in calcium assay; P08912; CHO-hM5 cells, Fluo-8 calcium fluorescence, ACh EC80; inhibition, % at 3 µM; 360,000 tested, 0.59% active; AID 624040;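 active = inhibition above a per-plate cutoff, the mean of that plate's test compounds plus 3 SD, cut at about 27% in these data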;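 note: 0% = acetylcholine EC80 with DMSO and 100% = DMSO without agonist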
Target sequence (P08912 whole entry, looked up): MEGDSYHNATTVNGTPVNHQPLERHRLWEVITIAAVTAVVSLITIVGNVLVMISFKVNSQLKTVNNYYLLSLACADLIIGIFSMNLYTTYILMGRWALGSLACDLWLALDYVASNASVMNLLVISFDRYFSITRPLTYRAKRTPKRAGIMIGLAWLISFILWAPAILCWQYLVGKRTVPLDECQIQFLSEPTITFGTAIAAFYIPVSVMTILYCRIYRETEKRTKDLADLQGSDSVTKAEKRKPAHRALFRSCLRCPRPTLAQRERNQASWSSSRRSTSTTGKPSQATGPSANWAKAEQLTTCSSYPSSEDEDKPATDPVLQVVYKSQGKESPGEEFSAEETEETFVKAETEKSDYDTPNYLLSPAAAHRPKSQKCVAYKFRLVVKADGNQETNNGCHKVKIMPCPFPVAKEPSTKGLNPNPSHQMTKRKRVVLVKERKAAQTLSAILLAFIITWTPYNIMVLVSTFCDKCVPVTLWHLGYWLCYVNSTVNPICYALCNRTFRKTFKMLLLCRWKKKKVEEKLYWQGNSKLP
CHRM5 agonist: agonists of human muscarinic M5 receptor (CHRM5) | P08912 | CHO-K1 hM5 cells, Fluo-8 calcium fluorescence; 0% DMSO wells, 100% maximal acetylcholine response | activation, % at 3 µM | 360,000 tested, 0.19% active | AID 624037;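 active = activation above the run's mean over test compounds plus 3 SD, cut at about 23% in these data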;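 note: signal is peak over basal fluorescence ratio across the kinetic read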
CHRM1 PAM: human CHRM1 positive allosteric modulation. AID 588819. P11229. 360,000 tested, 0.088% active. activation, % at 3 µM. CHO-K1 hM1, Fluo-8 calcium fluorescence, ACh EC20; 0% = ACh EC20, 100% = maximal ACh; in the data active = activation above about 19%, passing the limit was not always enough
Target sequence (P11229 whole entry, looked up): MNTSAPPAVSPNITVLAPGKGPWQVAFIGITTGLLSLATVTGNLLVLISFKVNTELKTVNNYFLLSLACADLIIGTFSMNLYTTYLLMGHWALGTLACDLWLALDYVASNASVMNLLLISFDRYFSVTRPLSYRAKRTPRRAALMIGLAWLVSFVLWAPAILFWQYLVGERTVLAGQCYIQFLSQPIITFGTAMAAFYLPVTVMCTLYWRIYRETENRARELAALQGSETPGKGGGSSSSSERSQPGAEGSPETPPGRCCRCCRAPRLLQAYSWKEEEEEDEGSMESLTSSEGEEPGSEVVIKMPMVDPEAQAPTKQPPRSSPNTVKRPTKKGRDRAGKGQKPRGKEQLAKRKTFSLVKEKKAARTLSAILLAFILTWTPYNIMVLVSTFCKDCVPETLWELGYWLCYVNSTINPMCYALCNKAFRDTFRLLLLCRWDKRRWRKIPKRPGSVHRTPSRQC
M5 PAM: potentiates acetylcholine response at human M5 receptor; CHO-K1 hM5, Fluo-8 calcium, ACh EC20 PAM; 0% = ACh EC20, 100% = ACh EC100; activation, % at 3 µM; 360,000 tested, 0.3% active;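 active = activation above the run cutoff, the mean activation of all test compounds plus 3 SD, cut at about 18% in these data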
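system = human M5 receptor in CHO-K1 cells | compound = one concentration, 3 µM final (nominal) | schedule = Post-acetylcholine fluorescence recording 140 s | signal = Fluo-8 calcium dye fluorescence, kinetic read | benchmarks = low control EC20 acetylcholine (0%), high control EC100 acetylcholine (100%) | repeats = singlicate, one well per test compound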
M4 antag: antagonists of human muscarinic M4 receptor (CHRM4); P08173; inhibition, % at 3 µM; 360,000 tested, 0.73% active; CHO-hM4 cells, ACh EC80, Fluo-8 calcium fluorescence;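 active = inhibition above its plate's cutoff, the mean inhibition of sample wells plus 3 SD, cut at about 27% in these data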;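 note: 0% = acetylcholine EC80 with DMSO and 100% = DMSO without agonist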
CRFBP-R2 agonist: CRF-BP/CRF-R2 complex agonism. HEK293 CRF-R2/CRF-BP, calcium dye fluorescence (FLIPR); percent of saturating CRF peptide response. activation, % at 13.2 µM. 350,000 tested, 0.46% active;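 active = activation of at least 50%, plus an integration ratio under a set limit after plate pattern correction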;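 note: plate controls were neutral control wells without compound for no effect and CRF at EC100 for full effect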
The depositor's hits bear a star; . = no result given.

M4 PAM,CRFBP-R2 agonist,M5 PAM,CRFBP-R2 block,M5 antag,CHRM5 agonist,CHRM4 agonist,M4 antag,CHRM1 PAM,mol
-1,2.0,2,-5,2,-8,0,-4,4,COc1cccc(C2Nc3cc(Cl)c(S(N)(=O)=O)cc3S(=O)(=O)N2)c1 (stereo not given)
1,0.6,1,1,8,-5,0,7,6,COc1ccccc1NC(=O)c1c(Br)cnn1C
-15,.,-11,.,9,-2,13,59*,.,CCCCOc1ccc(C(=O)NCCN2CCC(n3c(=O)[nH]c4ccccc43)CC2)cc1
21,-1.4,5,-25,-2,-3,-2,-17,5,Cc1cccc(-n2c(=O)[nH]c3c(C(N)=O)nc(C(C)C)nc32)c1
5,-0.9,-4,10,14,-4,2,-3,3,Cc1ccc(NNC(=O)c2ccno2)cc1C
-3,3.2,-4,-31,12,8,9,1,13,O=C(NCc1ccccc1F)c1ccc(S(=O)(=O)Nc2cccc(C(F)(F)F)c2)cc1
4,.,4,.,-13,4,0,-6,-7,CCCNC(=O)C1(C)CCCN(Cc2cccc(C(F)(F)F)c2)C1 (stereo not given)
-1,-1.6,-5,-11,7,-1,6,-4,0,Cc1ccc(-c2csc3ncnc(Sc4nnc(CN5CCCCCC5=O)o4)c23)cc1
-12,2.7,-1,13,1,-2,4,-7,-6,O=C(COC(=O)/C=C/c1cn(-c2ccccc2)nc1-c1ccc2c(c1)OCCO2)NC1CCS(=O)(=O)C1 (stereo not given)
6,-0.2,-5,3,-3,3,1,-4,9,CCCCNC(=O)CN1C(=O)NC2(CCCc3ccccc32)C1=O (stereo not given)
-22,3.9,-7,-13,8,4,59*,9,-5,CCC(=O)N(CC)c1nc(-c2ccc(OC)cc2)cs1
0,0.3,0,-3,3,-1,1,12,10,COc1ccc(S(=O)(=O)N2CCCCC2)cc1
4,2.3,-1,-12,-9,2,0,-22,5,O=C(CN1C(=O)C(=O)N(C2CCCC2)C1=O)Nc1ccc(Cl)cc1C(F)(F)F
7,4.7,3,26,4,5,0,-6,3,Cc1ccc(-c2nc(CN(Cc3c(C)nn(C)c3C)C(C)C)c(C)o2)o1
-19,-3.2,-14,39,13,-5,-1,8,-10,CCOC(=O)C(Oc1ccc2c(-c3ccccc3)cc(=O)oc2c1)c1ccccc1 (stereo not given)
-1,-0.3,-10,19,8,1,1,-7,7,O=C1CC(c2cccnc2)c2cc3c(cc2N1)OCO3 (stereo not given)
3,-0.5,1,-16,2,1,0,-2,7,Cc1ccc(NCc2nnc(SCC(=O)Nc3cccc(O)c3)n2CC2CCCO2)c(C)c1 (stereo not given)
-1,-1.3,-6,17,-1,-2,5,-9,-1,CCOC(=O)c1nc(Nc2ccc(N3CCOCC3)cc2)c2ccccc2n1
4,-0.9,8,3,-5,10,1,2,5,CC(=O)c1ccccc1NC(=O)CC1(CC(=O)O)CCCCC1
-7,0.1,-5,8,-3,0,4,0,-6,Cc1ccc(NC(=O)c2ccc(OCC3CCCO3)cc2)cc1 (stereo not given)

Going on with the list.
M4 PAM,CRFBP-R2 agonist,M5 PAM,CRFBP-R2 block,M5 antag,CHRM5 agonist,CHRM4 agonist,M4 antag,CHRM1 PAM,mol
-6,-0.4,0,2,3,1,3,4,1,COc1cccc(NC(=S)N(CCc2c(C)[nH]c3ccccc23)Cc2cccs2)c1
-10,-0.6,-5,0,11,-2,1,-5,15,Cc1ccccc1CSc1nnc2ccc(-c3ccncc3)nn12
5,0.4,-6,1,5,0,5,6,2,CCCCNC(=S)NNC(=O)c1cc(C2CC2)nc2ccccc12
-2,-1.2,-4,-3,4,1,1,-2,-1,Cc1oc(-c2ccccc2Cl)nc1CN(C)C(C)c1ccon1 (stereo not given)
-9,-1.8,5,0,6,4,13,18,0,CCOC(=O)c1c(CSc2ccc(CC)cc2)oc2ccc(O)c(CN(C)C)c12
5,-0.8,-3,-37,-5,-3,1,3,2,CCOC(=O)CCCNC(=O)COC(=O)c1cccc(C)c1O
0,1.9,-1,-5,10,0,0,-3,8,CC(C)CNS(=O)(=O)c1ccc(CCC(=O)N2CCC(C(N)=O)CC2)cc1
8,1.6,-1,-5,5,3,5,-7,15,COc1ccc(/C=C2\Sc3ccc(C(=O)N4CCCC4)cc3N(C)C2=O)cc1OC
-1,-0.5,19*,-11,-10,7,1,-1,14,COc1ccc(/C=C2\SC(=O)N(CC(=O)NCCC(C)C)C2=O)cc1OC
12,-0.2,2,-1,-7,-2,2,-11,13,COc1ccc(NC(=O)C2CC(=O)N(c3cc(C)ccc3C)C2)cc1 (stereo not given)
-1,-1.7,1,-10,0,-3,6,-7,6,Cc1cc(C(=O)N2CCCC(C(=O)c3ccc(Cl)cc3C)C2)no1 (stereo not given)
-2,-2.0,-12,4,24,1,2,10,5,C[C@H](CO)NC(=O)[C@H](C)[C@@H]1C[C@@]1(C)[C@@H](NC(=O)OCc1ccccc1)c1ccccc1
9,-1.7,2,-3,6,4,3,-8,6,COCCCn1c(C)cc(C(=O)COC(=O)C23CC4CC(CC(O)(C4)C2)C3)c1C
2,0.2,7,22,-2,3,-1,-2,4,Cc1nc2c(C(=O)NCc3ccc(F)cc3)c[nH]n2c(=O)c1Cl
-3,-1.2,-4,13,10,1,0,4,0,Cc1ccc(C(=O)NNC(=O)C(C)Oc2ccc3ccccc3c2)o1 (stereo not given)
-2,0.3,-4,-4,-12,-1,0,3,9,CCCNC(=O)CN1C(=O)NC(CCc2ccccc2)C1=O (stereo not given)
-18,-1.5,7,1,-3,-1,0,5,5,CCC(CO)NC(=O)c1ccccc1C(F)(F)F (stereo not given)
-9,-0.1,2,7,-2,-2,1,11,-7,Cc1nn(CCOc2ccccc2)c(=O)n1-c1ccccc1F
-6,-1.9,-2,-11,-11,1,1,-4,3,Cc1ccccc1NC(=O)C1Cc2ccccc2CN1C(=O)c1ccco1 (stereo not given)
-1,0.7,-6,8,5,0,1,-3,-2,COc1ccc(-n2nc3cc(C)c(NC(C)=O)cc3n2)cc1

Exported with two lines to a compound: 4 of the compounds above.
Second line of a record: M4 PAM | CRFBP-R2 agonist | M5 PAM | CRFBP-R2 block | M5 antag | CHRM5 agonist | CHRM4 agonist | M4 antag | CHRM1 PAM
> CCOC(=O)CCCNC(=O)COC(=O)c1cccc(C)c1O
→ 5 | -0.8 | -3 | -37 | -5 | -3 | 1 | 3 | 2
> COc1ccc(NC(=O)C2CC(=O)N(c3cc(C)ccc3C)C2)cc1 (stereo not given)
→ 12 | -0.2 | 2 | -1 | -7 | -2 | 2 | -11 | 13
> Cc1ccc(C(=O)NNC(=O)C(C)Oc2ccc3ccccc3c2)o1 (stereo not given)
→ -3 | -1.2 | -4 | 13 | 10 | 1 | 0 | 4 | 0
> CCCCNC(=S)NNC(=O)c1cc(C2CC2)nc2ccccc12
→ 5 | 0.4 | -6 | 1 | 5 | 0 | 5 | 6 | 2

(continued)
M4 PAM,CRFBP-R2 agonist,M5 PAM,CRFBP-R2 block,M5 antag,CHRM5 agonist,CHRM4 agonist,M4 antag,CHRM1 PAM,mol
11,1.2,7,7,-3,0,2,-2,9,COc1ccc(S(=O)(=O)NCC(c2ccco2)N2CCOCC2)cc1 (stereo not given)
3,-3.2,-6,11,-2,8,1,-17,13,COc1ccc(CNC(=O)COC(=O)c2nc3nc(C)cc(C)n3n2)cc1
-1,1.9,-6,4,3,-2,0,10,-1,CC(C)(C)CC(=O)O/N=C(\N)c1ccncc1
2,0.6,1,8,-2,-2,1,-16,22,CN(C)C=Nc1ccc(Cl)c(Cl)c1
1,8.2,-3,-2,6,8,7,6,-7,COCCOC(=O)C1=C(C)NC(=O)N(C(C)=O)C1c1ccc(Cl)cc1 (stereo not given)
10,-0.8,9,24,1,1,2,-6,2,COc1ccccc1CC(=O)NC1CC1
3,-0.8,-3,0,7,1,1,-1,5,CC1CCN(S(=O)(=O)N2CCC(C(=O)NCCN3CCOCC3)CC2)CC1
5,-4.3,-3,-19,-14,-5,1,-15,8,O=C(O)C1=C(C(=O)Nc2ccc(F)c(Cl)c2)CCCC1
-10,0.0,-2,2,4,-7,1,-1,8,CC(=O)N1N=C(c2ccccc2)CC1c1cccs1 (stereo not given)
7,2.0,10,-16,1,-2,1,-12,10,O=C(NC1CCN(C(=O)Nc2ccc(F)cc2)CC1)c1ccc(F)cc1
-4,-2.8,-2,7,7,0,0,0,-2,Cc1ccc2occ(/C=C/C(=O)O)c(=O)c2c1
-14,-0.6,-9,2,4,1,0,11,-12,COc1ccc(C(=O)Nc2ccccc2C(=O)NC(Cc2ccc(O)cc2)C(=O)NNC(=O)c2ccc(C)cc2)cc1 (stereo not given)
0,-3.3,-2,-70,-1,-9,1,1,9,CCN(c1ccccc1)S(=O)(=O)c1ccc(N)c(OC)c1
3,0.4,0,2,-3,0,2,-3,7,CN(C)c1cccc(NC(=O)CCc2ccccc2)c1
-11,1.1,-12,-16,16,6,27,8,-14,O=C(NCCNC(=O)c1ccc(-c2ccc(Cl)c(Cl)c2)o1)c1cnccn1
-4,.,-6,.,-5,24*,14,-10,.,CCOC(=O)N1CCN(C(=O)C[C@@H]2C[C@@]3(C(=O)OC)CCCCC=C3N(CCC3=CCCCC3)C2=O)CC1
2,.,2,.,2,0,0,-7,4,CNc1cncc(-c2cccc(C(=O)N3CCOCC3)c2)n1
0,1.9,-3,-26,5,-1,0,6,11,COc1nc(OC)nc(Oc2ccc(Cl)cc2[N+](=O)[O-])n1
7,-2.1,2,13,-1,4,2,6,18,CCN(C(=O)COC(=O)CCCN1C(=O)c2cccc3cccc(c23)C1=O)C1CCS(=O)(=O)C1 (stereo not given)
3,-0.4,0,-12,0,4,5,1,8,OC(CNCc1ccc(Cl)c(Cl)c1)c1ccccc1 (stereo not given)
0,0.8,-1,11,6,0,1,-5,6,COc1ccc(-n2nc(C(=O)NCC(=O)N3CCOCC3)c3ccccc3c2=O)c(OC)c1
4,2.1,0,-11,-6,0,1,-6,-1,COC(=O)[C@H](Cc1ccccc1)NC(=O)Nc1ccc(S(N)(=O)=O)cc1

Screening data as filed in PubChem BioAssay.
